# EP2 antag = blocks the human prostaglandin E2 receptor EP2; P43116; inhibition, % at 25 µM; AID 1422; C6 glioma cells expressing human EP2, cAMP TR-FRET; cells stimulated with saturating PGE2; 0.52% of 260,000 active;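 active = percent inhibition above 40 after rounding to a whole number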;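 note: rat C6 glioma host cells with rolipram phosphodiesterase inhibitor present; the protocol text gives 20 µM as final concentration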
# Target sequence (P43116 whole entry, looked up): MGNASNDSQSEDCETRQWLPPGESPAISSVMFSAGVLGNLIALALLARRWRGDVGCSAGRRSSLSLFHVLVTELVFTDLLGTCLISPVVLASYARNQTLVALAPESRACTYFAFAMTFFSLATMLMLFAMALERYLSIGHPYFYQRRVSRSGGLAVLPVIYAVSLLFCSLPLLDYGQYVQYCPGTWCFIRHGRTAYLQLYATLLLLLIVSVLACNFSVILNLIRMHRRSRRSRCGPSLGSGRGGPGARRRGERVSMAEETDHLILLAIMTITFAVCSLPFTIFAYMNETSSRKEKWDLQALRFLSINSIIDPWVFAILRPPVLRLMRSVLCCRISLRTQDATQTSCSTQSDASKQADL
# CHOP inh = blocks CHOP induction under ER stress | CHO-K1 CHOP-promoter luciferase, tunicamycin-induced, 15-18 h | inhibition, % at 10 µM | 3.8% of 220,000 active | AID 2732;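 active = compounds that reduced the stress-induced luciferase reporter signal by more than about 70% of percent inhibition, limit read from the data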;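 note: 0% = tunicamycin plus vehicle and 100% = wells without tunicamycin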
# 14-3-3 Bad PPI = disrupts binding of bovine 14-3-3 zeta to phospho-Bad peptide; 0.71% of 220,000 active; inhibition, % at 21.7 µM; TR-FRET 14-3-3zeta/Dy647-pBad peptide displacement, 1 h;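 active = inhibition above about 70%, limit read from the data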;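 note: 0% = full 14-3-3 plus peptide FRET controls and 100% = background without 14-3-3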
# Target sequence (P63103 whole entry, looked up): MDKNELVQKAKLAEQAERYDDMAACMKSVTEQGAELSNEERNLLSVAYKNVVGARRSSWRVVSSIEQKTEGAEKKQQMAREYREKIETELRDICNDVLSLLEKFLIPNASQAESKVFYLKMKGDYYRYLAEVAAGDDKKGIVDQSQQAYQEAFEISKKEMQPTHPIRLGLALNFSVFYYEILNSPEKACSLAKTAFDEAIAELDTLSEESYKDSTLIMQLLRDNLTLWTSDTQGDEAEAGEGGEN
# NPY Y1 blocker = antagonists of human neuropeptide Y receptor Y1; HEK293-CNG Y1 cells, membrane potential fluorescence; NPY at EC95, then isoproterenol; inhibition, % at 3.6 µM; 1% of 200,000 active; AID 1040;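 active = inhibition above the campaign mean inhibition of all tested compounds plus 3 SD, cut at about 20% in these data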;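 note: 0% = DMSO wells given NPY plus isoproterenol and 100% = isoproterenol alone without NPY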
# Target sequence (P25929 whole entry, looked up): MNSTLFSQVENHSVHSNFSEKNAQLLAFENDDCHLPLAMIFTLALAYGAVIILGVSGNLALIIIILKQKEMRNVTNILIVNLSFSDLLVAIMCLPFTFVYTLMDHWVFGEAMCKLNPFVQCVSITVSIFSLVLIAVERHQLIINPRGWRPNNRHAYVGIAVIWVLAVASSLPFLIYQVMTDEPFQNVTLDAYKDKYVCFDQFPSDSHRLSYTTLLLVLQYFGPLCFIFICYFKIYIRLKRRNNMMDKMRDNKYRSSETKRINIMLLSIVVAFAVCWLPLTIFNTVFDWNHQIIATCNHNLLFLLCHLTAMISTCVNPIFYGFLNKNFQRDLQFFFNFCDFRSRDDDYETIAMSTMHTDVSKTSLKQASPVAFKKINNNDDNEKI
#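 Material: HEK293 cells with Y1 receptor plus CNG channel; times: compound incubation 1 h at room temperature, readout 45 min post-stimulation; signal: fluorescence, membrane potential probe; read-out basis: fluorescence ratio normalized to % inhibition between controls; benchmarks: full-block control isoproterenol-only wells, zero-block control NPY plus isoproterenol wells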
# NPY-Y1 PAM-ag = human NPY-Y1 potentiation or agonism, primary screen. P25929. NPY-Y1 expressing cells, potentiator/agonist activation. activation, % at 3.6 µM. 0.37% of 220,000 active. AID 1304; in the data active = activation above about 33%, passing the limit was not always enough;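 note: cells stimulated with NPY at EC10 then isoproterenol at EC100; 0% = low agonist plus stimulus and 100% = saturating agonist plus stimulus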
# zfTRPN1 agonist = activates the zebrafish TRPN1 channel | HEK293 zebrafish TRPN1-YFP, Fluo-8 calcium fluorescence; 100% = response to 87 µM carbachol | 0.18% of 220,000 active | activation, % at 3 µM;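 active = activation above its plate's cutoff, the mean activation of test wells on that plate plus 3 SD, cut at about 19% in these data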;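 note: 0% = DMSO alone and 100% = 87 µM carbachol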
#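 Material: zebrafish TRPN1-YFP in HEK293 cells. Doses: one dose of 3 µM, 0.3% DMSO. Incubation: dye 1 h 37 °C plus 30 min RT. Measured by: intracellular calcium fluorescence with Fluo-8.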
# EP2 mod = EP2 receptor (human) modulation; AID 940; induction, % at 25 µM; 0.83% of 260,000 active; EP2-expressing cells, cAMP HTRF FRET, PGE2 co-stimulation;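 active = compounds whose cAMP rise, as percent of the full-agonist control response, exceeds 60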;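 note: rat C6 glioma line stably carrying human EP2 under a CMV promoter; the protocol text gives 20 µM as final concentration; 100% = response of wells given 1 µM PGE2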
# TRPML3 agonist = human mucolipin-3 channel agonism; HEK293 TRPML3-YFP, Fluo-8 calcium fluorescence; 100% = the carbachol control signal; Q8TDD5; activation, % at 3 µM; 0.29% of 220,000 active;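 active = activation above its plate's cutoff, the mean activation of the plate's test wells plus 3 SD, cut at about 12% in these data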;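 note: 0% = DMSO only wells and 100% = carbachol wells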
#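 Test system – HEK293 line with stable expression of human TRPML3-YFP channel · Control set – carbachol 87 µM final as high control (100%), DMSO as low control (0%) · Signal – Fluo-8 calcium dye fluorescence, ex 470-495, em 515-575 nm · Incubation – 1-h 37 °C dye load, 5-s basal, 120-s post-compound reads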
# PPC-1+TRAIL kill = kills PPC-1 cancer cells in the presence of TRAIL. PPC-1 cells + TRAIL, ATPLite viability luminescence. cell killing (% activity), % at 4 µM. 0.41% of 220,000 active. AID 1443;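 active = cell killing above 50% in the first pass at 4 µM, then a duplicate retest at 5 µM averaging 50% or more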;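 note: plate controls were cells with TRAIL plus DMSO for no effect and medium-only wells lacking cells for full effect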
# The depositor's hits bear a star; x = no result given; & = joins results of further samples; [ ] = another dose, or the depositor's remark.
SMILES,EP2 antag,CHOP inh,14-3-3 Bad PPI,NPY Y1 blocker,NPY-Y1 PAM-ag,zfTRPN1 agonist,EP2 mod,TRPML3 agonist,PPC-1+TRAIL kill
Cc1ccc(-c2csc(N(CC3CCCO3)C(=O)c3ccco3)n2)cc1 (centres undefined),14,45,4,11,-21,-1.7,72*,0.0,10
COc1ccc(C2CC(=O)c3cnc(NC(=O)c4ccccc4)nc3C2)cc1OC (centres undefined),8,30,-2[fluorescence artefact?],4,-5,2.3,1,-0.3,16
COC(=O)C1=C(NC(=O)c2cccs2)CCS1,7,15,-13,0,0,0.4,29,-0.8,16
FC(F)(F)c1ccc(-c2noc(CN3CCCN(C4CCCCC4)CC3)n2)cc1,5,7,5,10,-24,2.0,-7,0.7,30
COc1cc(OC)c2c(=O)c(OC)c(-c3ccc(OC)c(OC)c3)oc2c1,9&17,15,0,13,-13,2.0,6&-25,0.4,-1
CCOC(=O)/C(C#N)=C/Nc1ccsc1C(=O)OC,12,-3,-12,x,8,1.0,-12,0.8,7
O=C(NC1CCCC1)C(c1cccs1)N(C(=O)c1ccco1)c1ccc2c(c1)OCCO2 (centres undefined),15&8,-19,-4,-2,-5,-0.3,19&-4,-0.1,17
COc1c(C)cc(C(=O)C2CCCN(C(=O)c3snnc3C)C2)cc1C (centres undefined),2,3,1,3,-15,-0.2,-13,-0.1,19
Clc1ccccc1-c1nc(-c2ccncc2)no1,10&15,-12,73*,x,-4,-2.8,-41&-13,-0.1,19
CCCS(=O)(=O)N1CCCC(C(=O)N2CCN(C(=O)OCC)CC2)C1 (centres undefined),15,4,-9,-2,12,0.6,35,0.7,-13
Cc1cc2cc(CCNC(=O)c3ccc(S(=O)(=O)N4CCOCC4)cc3)c(=O)[nH]c2cc1C,16,71*,5,-5,-15,0.8,-4,0.4,-2
O=C(Nc1ccccc1Br)C1CC(=O)N(c2ccc3c4c(cccc24)CC3)C1 (centres undefined),7,17,-5,0,-5,3.1,-59,0.5,7

# Among those listed so far, 5 contain a carbonyl joined to an NH by a bond outside any ring:
SMILES,EP2 antag,CHOP inh,14-3-3 Bad PPI,NPY Y1 blocker,NPY-Y1 PAM-ag,zfTRPN1 agonist,EP2 mod,TRPML3 agonist,PPC-1+TRAIL kill
COc1ccc(C2CC(=O)c3cnc(NC(=O)c4ccccc4)nc3C2)cc1OC (centres undefined),8,30,-2[fluorescence artefact?],4,-5,2.3,1,-0.3,16
COC(=O)C1=C(NC(=O)c2cccs2)CCS1,7,15,-13,0,0,0.4,29,-0.8,16
O=C(NC1CCCC1)C(c1cccs1)N(C(=O)c1ccco1)c1ccc2c(c1)OCCO2 (centres undefined),15&8,-19,-4,-2,-5,-0.3,19&-4,-0.1,17
Cc1cc2cc(CCNC(=O)c3ccc(S(=O)(=O)N4CCOCC4)cc3)c(=O)[nH]c2cc1C,16,71*,5,-5,-15,0.8,-4,0.4,-2
O=C(Nc1ccccc1Br)C1CC(=O)N(c2ccc3c4c(cccc24)CC3)C1 (centres undefined),7,17,-5,0,-5,3.1,-59,0.5,7

# Additional compounds
SMILES,EP2 antag,CHOP inh,14-3-3 Bad PPI,NPY Y1 blocker,NPY-Y1 PAM-ag,zfTRPN1 agonist,EP2 mod,TRPML3 agonist,PPC-1+TRAIL kill
O=C(COC(=O)c1ccccc1)Nc1ccccc1N1CCOCC1,0,9,-7,-4,-18,0.4,7,0.2,13
Fc1ccc(-c2nnc(CSc3nnc(-c4cccs4)o3)o2)cc1,17,2,-4,3,-12,0.3,-19,-0.3,-14
CCCCOc1ccc(C2(C)CC(=O)NC2=O)cc1 (centres undefined),12,17,-5,-2,1,-0.4,20,0.1,-8
CC1=NN2C(=N)/C(=C\c3cc(C)n(-c4cccc(C)c4)c3C)C(=O)N=C2S1,7,11,2,x,-2,-0.2,4,0.2,6
CCN(CC)c1ccc(NC(=O)c2nc3nc(C)cc(C(F)F)n3n2)cc1,13,15,-3,-3,10,0.7,-8,0.7,17
COc1ccc(C(=O)CC(c2ccccc2)C2C(=O)CCCC2=O)cc1 (centres undefined),5,16,-10,7,-14,-0.6,-1,0.0,10
CC1=CC(C)(C)n2c(O)c(N=NC(N)=S)c3cc(C)cc1c32,8,35,-7,-4,-11,-0.1,20,0.7,-20
C=CCn1cc(/C=N/N2C(=O)C3C4C=CC(C4)C3C2=O)c2ccccc21 (centres undefined),7,-14,6,-5,8,-0.2,-35,0.6,-19
O=C1NC(=O)c2cc(NC(=O)C3CCCO3)ccc21 (centres undefined),5,-13,4,4,-7,-0.4,4,1.0,0
CCOC(=O)NC(O)C(=O)c1ccc(F)cc1 (centres undefined),5,0,2,-6,8,1.0,10,0.7,12
O=C(COC(=O)[C@H](Cc1ccccc1)NC(=O)c1cccs1)Nc1cc(F)ccc1F,7,34,-6,1,5,-1.4,47,0.1,10
Cc1nn(C)cc1S(=O)(=O)NC1CCCC1,6,0,-5,1,1,2.1,18,0.2,-1
Cc1nn(-c2ccccc2)nc1CNC(=O)C(C)Cc1ccccc1 (centres undefined),9,9,4,1,-6,0.8,-29,0.2,25
O=C(CSc1ncccc1C(=O)O)NCCC1=CCCCC1,4,4,6,5,11,0.6,-6,0.2,13
CCCN1CCC2(CC1)C(C#N)=C(N)Oc1c2sc2nc(C)cc(C)c12,8,3,5,7,-21,5.4,6,4.2,9
COc1ccc(C(=O)N/N=C(\C)CC(=O)Nc2cccc(C(F)(F)F)c2)cc1,1,-6,-1,x,-20,0.4,-47,-0.8,8
COc1ccc(C2C3=C(CC(c4ccco4)CC3=O)Nc3ccccc3N2C(C)=O)cc1 (centres undefined),18,-2,0,2,-21,-1.2,22,-0.3,11
Cc1cccnc1CN1CCN(Cc2nc(C(c3ccccc3)c3ccccc3)no2)CC1,4,15,-2,-5,-20,-1.7,19,-1.0,7
C=C(C)CSc1nc2c(c(=O)[nH]c(=O)n2C)n1CCC(C)C,11,67,-6,2,-8,-1.9,35,-0.6,20
CC(NC(=O)CCc1ccc(S(=O)(=O)NC2CCCCC2)cc1)c1ccccc1 (centres undefined),8,5,-7[fluorescence artefact?],-1,15,1.5,2,0.8,26
Cc1ccc(C)c(N2N=C(C(=O)Nc3nccs3)CCC2=O)c1,4,9,-10,5,-1,-1.3,-14,-0.5,20
COc1ccc(C(CCN2CCCCC2)c2c(OC)cc(OC)c3c(-c4ccccc4)cc(=O)oc23)cc1 (centres undefined),23,12,2,x,x,x,-31,x,11
COc1ccc(S(=O)(=O)N2CCOCC2)cc1NC(=O)c1cccc2c(=O)c(C)c(-c3ccccc3)oc12,5,17,-27[fluorescence artefact?],11,-24,0.3,4,0.7,26
CCCc1cc(=O)[nH]c(SC(CC)C(=O)Nc2ccccc2C#N)n1 (centres undefined),19,-5,-1[fluorescence artefact?],0,10,-0.5,20,-0.9,4
Cc1nc(Cl)c(S(N)(=O)=O)c(C)c1Cl,4,5,-8,3,6,1.1,-38,0.8,-26
O=C(O)c1ccccc1-c1ccccc1C(=O)Nc1ccccc1,13,-4,53,3,1,1.1,39,0.5,4
COc1cc2c(cc1OC)C(C1C(=O)CCCC1=O)N(C(=O)CCl)CC2 (centres undefined),0,24,-24[fluorescence artefact?],2,6,-1.4,4,0.4,14
Cn1c(SCc2ccccc2Cl)nc2ccccc21,8,10,7,6,-1,-1.7,18,-0.6,13
O=C(NC(=S)Nc1cccc(F)c1)c1cccc([N+](=O)[O-])c1,1,-36,-1,x,16,2.1,-35,0.1,14
Cc1cc(C(=O)COC(=O)CCc2nc3ccccc3s2)c(C)n1C,10,19,-3,6,4,0.2,-28,0.3,-10
Fc1ccc(CSc2ccc(-c3cccs3)nn2)cc1,8,-19,-9,3,1,1.3,17,1.3,12
CC(C)CN1CCN(Cc2ccc(CN3CCCCC3)s2)CC1CCO (centres undefined),4,12,-9,8,-9,1.4,-2,0.5,8
NS(=O)(=O)c1ccc(O)c(N2C(=O)c3cccc4c(C(=O)c5ccccc5)ccc(c34)C2=O)c1,7,-6,12,0,2,1.2,-10,0.6,-1
COC(=O)Cc1c(C)c2ccc(OCC(=O)N(C)C)cc2oc1=O,2,-1,-2[fluorescence artefact?],6,-20,0.3,21,1.0,-1
CN(C)c1ccc(CNc2ncn[nH]2)cc1,6,-27,-4,0,2,1.6,28,0.7,11
O=C(CSc1ncnc2c1oc1ccccc12)Nc1nccs1,4,-17,31,-2,-24,1.4,3,0.0,-2
O=C(NCc1ccco1)C1CC(c2ccc(Cl)cc2)=NO1 (centres undefined),5,-16,6,11,-28,1.1,-45,-0.3,9
COc1ccc(C(=O)CSc2nnc(Cc3ccccc3)o2)cc1,11,30,0[fluorescence artefact?],5,-22,2.5,-49,1.8,8
c1ccc(-c2nn3c(C4COc5ccccc5O4)nnc3s2)cc1 (centres undefined),x,x,x,15,-45,-0.4,x,0.1,x
CC(C)=C1C(=O)NN(c2cccc(Cl)c2)C1=O,10,19,-26,-5,-15,0.9,12,0.4,3
CCC(C)NC(=O)C1CCN(C(=O)N(C)C)CC1 (centres undefined),9,6,-14[fluorescence artefact?],1,-14,0.8,17,0.7,24
CC(OC(=O)C1COc2ccccc2O1)C(=O)N(C)c1ccccc1 (centres undefined),5,-1,-4,0,0,1.3,17,0.2,20
COc1ccc(OC)c2[nH]c(C(=O)O)cc12,8,0,-7[fluorescence artefact?],-4,-24,0.4,50,0.3,12
O=C(NC1CCCCC1)C1CC(=O)N(CCc2ccccc2)C1 (centres undefined),4,-2,-2,1,-21,-0.1,0,0.8,2
CCOc1ccc(-c2nc(N)nc(C)c2-c2ccc(OC)c(OC)c2)c(O)c1,24,27,6,10,-1,-0.2,-22,-0.3,-13
CCCCOCCCNC(=O)N[C@H](C(=O)O)C(C)CC (some centres undefined),5,9,-1,x,7,0.8,-4,0.7,-28
Cc1c(NS(=O)(=O)CC23CCC(CC2=O)C3(C)C)c(=O)n(-c2ccccc2)n1C (centres undefined),0,6,4,-1,5,1.2,17,0.9,-11
Cc1[nH]c(=S)sc1Cc1ccc(F)cc1,5,21,-5[fluorescence artefact?],7,-7,-1.1,-1,-0.2,10
Cc1cc(NC(=O)CSc2nnc(Nc3ccccc3F)s2)no1,5,-18,-1,-7,-8,-0.4,-1,0.9,7
O=C(Cc1ccccc1)Nc1cc(Cl)ccc1Sc1ccccc1,5,65,-10[fluorescence artefact?],4,-3,-0.1,57,-0.6,-3
O=C(O)c1ccccc1C(=O)c1cccs1,16,-21,-1[fluorescence artefact?],-3,-10,0.2,28,1.0,3
CCCCS/C(N)=N/N=C/c1cc(C)ccc1O,6,102*,6,16,-11,-0.7,-15,0.8,17
C(=C\c1ccccc1)/CNn1cnnc1,4,-13,2,-2,11,0.7,7,0.7,28
COc1ccc(NC(=O)C(=S)NC2CCCCC2)cc1,13,-10,-2,2,24,0.0,-7,0.1,12

# A portion of the library; count on the stated rates, not on these rows.
